CHO-K1 Ca antag: counter-screen for M1 antagonists: effect in parental CHO-K1 cells; inhibition, % at 3 µM; AID 602250; ATP-induced calcium, Fluo-8 fluorescence; actives 0.6% (n = 360,000);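 active = inhibition above a per-plate cutoff, the plate's mean sample inhibition plus 3 SD, cut at about 24% in these data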;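 note: 0% = DMSO plus EC80 ATP and 100% = DMSO alone without ATP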
GPR7 antag: blocks human GPR7 receptor signaling; actives 1.1% (n = 290,000); GPR7-expressing cells, fluorescence antagonist assay; P48145; inhibition, % at 4.4 µM; in the data active = inhibition above about 16%, passing the limit was not always enough;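 note: cells stimulated with the agonist NPW; 0% = agonist with vehicle and 100% = vehicle without agonist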
OXTR agonist: activates the human oxytocin receptor; actives 0.32% (n = 320,000); AID 2435; P30559; activation, % at 3 µM; CHO-OTR cells, Fluo-8 calcium fluorescence; normalized: DMSO 0%, oxytocin 100%;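 active = activation above the mean of all tested compounds plus 3 SD, cutoff set per screening run, cut at about 20% in these data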;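 note: peak over basal fluorescence ratio from a 100 s FLIPR kinetic read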
Target sequence (P30559 whole entry, looked up): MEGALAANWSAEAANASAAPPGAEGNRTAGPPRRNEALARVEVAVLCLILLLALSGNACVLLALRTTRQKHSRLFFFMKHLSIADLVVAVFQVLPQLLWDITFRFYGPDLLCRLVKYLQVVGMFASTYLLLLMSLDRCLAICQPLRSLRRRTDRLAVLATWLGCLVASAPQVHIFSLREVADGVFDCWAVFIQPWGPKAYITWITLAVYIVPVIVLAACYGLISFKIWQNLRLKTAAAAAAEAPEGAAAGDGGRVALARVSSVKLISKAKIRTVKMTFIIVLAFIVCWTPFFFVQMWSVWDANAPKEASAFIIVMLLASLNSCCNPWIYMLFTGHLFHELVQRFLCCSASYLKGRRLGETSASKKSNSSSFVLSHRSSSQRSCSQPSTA
TAAR1 antagonist: antagonists of human TAAR1 | AID 624466 | inhibition, % at 3 µM | Q96RJ0 | CHO RD-HGA16 TAAR1, Fluo-8 calcium fluorescence, antagonist | actives 1.5% (n = 360,000);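 active = inhibition above a per-plate cutoff, the mean inhibition of test compounds on that plate plus 3 SD, cut at about 49% in these data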;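 note: 0% = DMSO plus EC80 beta-PEA response and 100% = DMSO alone without agonist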
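Test system – hTAAR1-expressing CHO RD-HGA16 cells, Gα16-coupled · Also added – β-PEA at EC80 concentration, post-compound challenge · Compound – 3 µM, single point · Incubation – dye loading 75 min at 37 °C, then 30 min room temperature · Measured by – Fluo-8 intracellular calcium dye fluorescence, real-time kinetic reads · Benchmarks – vehicle and agonist controls · Replicates – singlicate, one well per test compound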
V1R ag counter: counter-screen for oxytocin receptor agonists: human V1a receptor agonists | P37288 | activation, % at 3 µM | actives 0.25% (n = 320,000) | CHO-V1R cells, Fluo-8 calcium fluorescence, agonist mode; 0% DMSO, 100% 3 nM vasopressin;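 active = activation above the mean activation of all tested compounds plus 3 SD, per screening run, cut at about 20% in these data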;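 note: signal is peak over basal fluorescence ratio across a 100 second FLIPR read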
Target sequence (P37288 whole entry, looked up): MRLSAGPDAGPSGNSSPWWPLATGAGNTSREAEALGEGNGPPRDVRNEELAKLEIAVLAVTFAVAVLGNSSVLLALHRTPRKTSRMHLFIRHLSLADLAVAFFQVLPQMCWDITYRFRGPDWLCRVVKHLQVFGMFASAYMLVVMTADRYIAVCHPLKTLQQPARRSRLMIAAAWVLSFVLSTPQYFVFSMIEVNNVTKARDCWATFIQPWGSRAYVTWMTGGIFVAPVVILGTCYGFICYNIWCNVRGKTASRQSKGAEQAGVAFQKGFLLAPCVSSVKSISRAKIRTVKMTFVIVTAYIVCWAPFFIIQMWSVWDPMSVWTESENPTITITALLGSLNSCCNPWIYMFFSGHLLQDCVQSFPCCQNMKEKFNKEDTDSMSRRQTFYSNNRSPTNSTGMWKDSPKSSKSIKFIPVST
CHO-K1 Ca PAM: M1 PAM counterscreen hit in parental CHO-K1 cells | activation, % at 3 µM | actives 0.02% (n = 360,000) | ATP EC20, Fluo-8 calcium fluorescence; 0% at ATP EC20, 100% at ATP max;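 active = activation above the run cutoff, the mean activation of all test compounds plus 3 SD, cut at about 40% in these data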;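 note: peak over basal fluorescence ratio in a 140 s read after ATP addition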
CHO parental Ca: counter-screen for OX1R antagonists: effect in parental CHO cells | parental CHO-K1, ATP-induced calcium, Fluo-8 fluorescence | inhibition, % at 5.6 µM | actives 0.63% (n = 330,000) | AID 463079;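 active = inhibition above that plate's mean sample inhibition plus 3 SD, cut at about 26% in these data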;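 note: 0% = ATP-challenged DMSO wells and 100% = DMSO wells without ATP; some compounds past the cut are filed as inactive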
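Measured by: calcium-sensitive Fluo-8 fluorescence / Test system: CHO parental line / Controls: ATP-challenged DMSO wells low, unchallenged DMSO wells high / Measure: % inhibition / Compound: single nominal dose of 5.6 µM per compound / Replicates: single well per compound, no replicates / Reagent: ATP as calcium-mobilizing challenge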
CHO-K1 Ca ag: nonselective activator or artifact in parental CHO-K1 cells; Fluo-8 calcium fluorescence; scaled to maximal ATP response, vehicle zero; AID 602248; activation, % at 3 µM; actives 0.48% (n = 360,000); in the data active = activation above about 15%;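 note: untransfected CHO-K1 host cells lacking M1 receptor as counterscreen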
OXTR potentiator: potentiators of human oxytocin receptor. P30559. CHO-OTR cells, Fluo-8 calcium fluorescence, potentiator mode; 0% = oxytocin EC15, 100% = EC100. activation, % at 3 µM. actives 0.061% (n = 320,000). AID 2445;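 active = activation above that plate's cutoff, the mean activation of tested compounds plus 3 SD, cut at about 6.6% in these data, passing the limit was not always enough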;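 note: 100% uses oxytocin at 75 nM as the full agonist control; some results filed as inactive read as strong as hits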
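System: human OTR in CHO cells / Also added: sub-maximal oxytocin, roughly EC15 / Control set: EC15 oxytocin low, 75 nM oxytocin high / Schedule: 6 min compound pre-incubation at room temperature, 100 s kinetic read / Compound: single-point 3.0 µM / Replication: singlicate / Technique: Fluo-8 calcium dye fluorescence / Read-out basis: % activation of max/min ratio relative to oxytocin controls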
An asterisk follows results filed as active; nt = not tested or not shown. Rows were taken by chance. Share with any hit: about 3.5%.

SMILES	CHO-K1 Ca antag	GPR7 antag	OXTR agonist	TAAR1 antagonist	V1R ag counter	CHO-K1 Ca PAM	CHO parental Ca	CHO-K1 Ca ag	OXTR potentiator
COCC(=O)N1CCC(Oc2cccc(C(=O)NCc3ccccn3)c2)CC1	-7	-4	1.8	-22	0.8	4	-12	0.4	3
CC(C)(Oc1ccc(Cl)cc1)C(=O)OCC(=O)Nc1ncc(Cl)cc1Cl	-2	-7	-2.6	-13	-1.6	19	-10	0.7	0
C/C=C(\C)C(=O)N[C@@H](C)CN1C2=NC[C@H](C(C)C)N2C[C@H]1Cc1ccc(OC)cc1	-9	nt	nt	16	nt	7	nt	0.0	nt
COc1ccc(N(C)S(=O)(=O)c2cccc(C(=O)OCC(=O)c3c(N)n(C)c(=O)n(C)c3=O)c2)cc1	8	nt	13	73*	11	-16	0	21*	-10
O=C(Nc1cccnc1)c1ccc(Cl)c(S(=O)(=O)N2CCCCC2)c1	0	-10	5.0	-7	6.6	10	14	9.1	-12
COc1cccc(NC(=O)COc2ccc3c(c2)CCC3)c1	-3	-4	-2.0	-11	-1.6	-6	-12	0.0	-5
O=C(CNC(=O)Cc1ccccc1)NCC(=O)N1CCN(C(c2ccccc2)c2ccccc2)CC1	-6	-4	-1.3	-1	0.1	-8	-23	-0.3	-17
O=C(O)c1ccc(NC2=C(N3CCOCC3)C(=O)c3ccccc3C2=O)cc1	-3	-2	0.7	-2	0.0	15	20	0.1	-6
COc1ccc(CN2CCNC(=O)C2CC(=O)NC2CCOCC2)c(F)c1 (stereo unspecified)	-8	-7	nt	-14	nt	16	nt	0.4	nt
Nc1ccccc1S(=O)(=O)NC1=NCCCCC1	5	3	-0.5	-1	0.8	3	-3	-0.7	-2
COC(=O)CCN1CCC2CC1c1cc(-c3cccc(C)c3)ccc12 (stereo unspecified)	-10	nt	nt	38	nt	5	nt	1.5	nt
COc1ccc(C2NC(c3ccc(OC)cc3)C(c3ccccc3)C(=O)C2c2ccccc2)cc1 (stereo unspecified)	-11	7	-0.7	0	1.2	23	-14	0.8	-8
Cc1ccc(S(=O)(=O)NCCn2nc(C)nc2C)cc1	-6	-6	0.1	5	0.2	16	4	0.1	1
CNC(=O)c1cc(S(=O)(=O)Nc2ccc3c(c2)OCO3)ccc1C	-8	-4	0.0	-26	0.2	3	-3	0.9	-12
CSCCC(NC(N)=O)C(=O)NCc1ccccc1Cl (stereo unspecified)	1	-7	-0.2	-5	1.4	13	-7	0.1	-15
COc1ccccc1OCC(=O)Nc1cc(S(=O)(=O)N2CCOCC2)ccc1N1CCCCC1	-10	nt	0.8	5	1.0	0	-14	0.4	-5
CCCc1nc2ccc(NC(=O)c3cccs3)cc2c(=O)n1Cc1ccccc1Cl	9	-4	-0.2	7	-0.6	5	-12	-0.1	-2
CCOC(=O)CNC(=O)CSc1nc2cccnc2n1C	7	4	0.8	-3	3.4	8	-6	3.9	-5
COc1cc2cc(C)c(SCC(=O)N3CCN(C(=O)c4ccco4)CC3)nc2cc1OC	-11	-8	-0.4	-17	-0.9	0	-21	1.0	2
COc1cccc(CN2CCC(C(=O)Nc3ccc(-c4cccc(C)c4)cc3)CC2)c1O	0	9	12	12	6.1	14	3	5.4	-12
Cc1cnc(CNC(=O)CC2C(=O)NCCN2Cc2ccccc2F)cn1 (stereo unspecified)	5	2	0.7	-19	1.6	-8	-3	0.4	-8
COc1ccc(C)cc1NC(=S)NNC(=O)c1ccccc1Cl	-11	11	-0.6	17	2.4	16	-14	1.0	-6
O=C(COC(=O)c1ccc2c(c1)S(=O)(=O)N=C1CCCCCN12)NCc1cccs1	-16	-4	-0.6	-33	-0.1	17	-9	0.8	-1
COc1ccc(CN(CC(=O)NCC2CCCO2)C(=O)CNS(=O)(=O)c2ccccc2)cc1 (stereo unspecified)	-7	-7	-0.2	-13	-0.3	6	-8	4.6	1

Taken from the results shown for reference:
SMILES	CHO-K1 Ca antag	GPR7 antag	OXTR agonist	TAAR1 antagonist	V1R ag counter	CHO-K1 Ca PAM	CHO parental Ca	CHO-K1 Ca ag	OXTR potentiator
COc1ccc(CN2CCNC(=O)C2CC(=O)NC2CCOCC2)c(F)c1 (stereo unspecified)	-8	-7	nt	-14	nt	16	nt	0.4	nt
Nc1ccccc1S(=O)(=O)NC1=NCCCCC1	5	3	-0.5	-1	0.8	3	-3	-0.7	-2
COC(=O)CCN1CCC2CC1c1cc(-c3cccc(C)c3)ccc12 (stereo unspecified)	-10	nt	nt	38	nt	5	nt	1.5	nt
COc1ccc(C2NC(c3ccc(OC)cc3)C(c3ccccc3)C(=O)C2c2ccccc2)cc1 (stereo unspecified)	-11	7	-0.7	0	1.2	23	-14	0.8	-8
Cc1ccc(S(=O)(=O)NCCn2nc(C)nc2C)cc1	-6	-6	0.1	5	0.2	16	4	0.1	1
CNC(=O)c1cc(S(=O)(=O)Nc2ccc3c(c2)OCO3)ccc1C	-8	-4	0.0	-26	0.2	3	-3	0.9	-12
CSCCC(NC(N)=O)C(=O)NCc1ccccc1Cl (stereo unspecified)	1	-7	-0.2	-5	1.4	13	-7	0.1	-15
COc1ccccc1OCC(=O)Nc1cc(S(=O)(=O)N2CCOCC2)ccc1N1CCCCC1	-10	nt	0.8	5	1.0	0	-14	0.4	-5
CCCc1nc2ccc(NC(=O)c3cccs3)cc2c(=O)n1Cc1ccccc1Cl	9	-4	-0.2	7	-0.6	5	-12	-0.1	-2
CCOC(=O)CNC(=O)CSc1nc2cccnc2n1C	7	4	0.8	-3	3.4	8	-6	3.9	-5
COc1cc2cc(C)c(SCC(=O)N3CCN(C(=O)c4ccco4)CC3)nc2cc1OC	-11	-8	-0.4	-17	-0.9	0	-21	1.0	2
COc1cccc(CN2CCC(C(=O)Nc3ccc(-c4cccc(C)c4)cc3)CC2)c1O	0	9	12	12	6.1	14	3	5.4	-12
Cc1cnc(CNC(=O)CC2C(=O)NCCN2Cc2ccccc2F)cn1 (stereo unspecified)	5	2	0.7	-19	1.6	-8	-3	0.4	-8

Carrying on:
SMILES	CHO-K1 Ca antag	GPR7 antag	OXTR agonist	TAAR1 antagonist	V1R ag counter	CHO-K1 Ca PAM	CHO parental Ca	CHO-K1 Ca ag	OXTR potentiator
O=C(/C=C/c1ccc(Cl)cc1Cl)NCCSCc1ccccc1	-7	0	4.5	2	1.6	15	-20	5.3	-5
O=C1CCC/C=C\C[C@@H](CC(=O)N(CCO)Cc2ccccc2)C(=O)N2CCC[C@H]2CO1	-5	nt	0.1	-5	0.7	0	-11	0.0	-2
CN(C)CCOc1ccc(-c2c(-c3ccccc3)sc3ccccc23)cc1	4	nt	9.5	42	5.7	-10	49*	0.7	-2
O=C(Oc1cccc(-n2cnnn2)c1)c1ccco1	-3	5	-0.4	-6	5.1	8	-7	0.5	-5
Cc1ccc(C(=O)/C=C/Nc2ccccc2C(N)=O)cc1	-11	5	-2.2	1	-0.9	16	-19	-0.5	-17
COc1ccc(NC(=O)Cn2ncn3c(cc4ccccc43)c2=O)c(OC)c1OC	-11	-1	1.6	-10	0.2	21	-3	3.2	-6
COc1ccc(/C=N/NC(=S)NCC2CCCO2)cc1 (stereo unspecified)	12	-3	13	-22	0.0	-24	-6	0.1	-8
Cc1cc(NC(=O)c2ccccc2C)no1	21	0	0.9	-2	1.1	-22	5	-0.2	-5
CC1(C(=O)NNC(=O)c2ccc(=O)oc2)CC1Br (stereo unspecified)	-9	6	-1.9	-9	1.5	5	-8	0.9	-6
Nc1cnc(Nc2ccc(Br)cc2)nc1N	-2	-6	0.1	0	-0.1	-13	-6	0.4	-15
O=C(NCc1ccc(Br)cc1)OC1CC2CC1[C@H]1CCCCN1C2=O (stereo partly specified)	-25	nt	nt	2	nt	24	nt	3.9	nt
COc1ccc(NC(=O)c2ccc(-n3cncn3)c([N+](=O)[O-])c2)cc1OC	3	nt	-0.2	-18	0.6	19	15	1.5	-11
O=C(Cc1ccc(NC(=O)C2CCN(C(=O)c3ccccc3)CC2)cc1)Nc1ccc(C(=O)N2CCOCC2)cc1	-10	nt	nt	-14	nt	13	nt	0.3	nt
C=C1SC(Nc2c(C)cc(C)cc2C)=NC12CCCCC2	-4	-1	-3.6	11	1.8	-8	-3	1.1	-17
O=C(CSc1nnc2n1CCCN2)c1ccc(Cl)cc1	-1	-2	1.6	-3	-0.4	19	-7	0.3	-2
CCCc1cc(=O)[nH]c(SCC(=O)N(C)CC(=O)Nc2ccccc2CC)n1	-13	-1	0.7	-18	0.6	17	-33	0.6	-16
COc1cccc(-c2nc(N3CCN(Cc4ccccc4)CC3)c3ccccc3n2)c1O	-10	-8	0.8	-29	0.5	13	-19	0.5	5
COc1ccc(C)cc1NC(=O)CSc1nc(SC)ns1	-3	-2	-2.2	1	-0.8	8	-13	-0.3	-7
Cc1ccc(-c2nc(NC(=O)c3nn(C)cc3[N+](=O)[O-])sc2C)cc1C	-20	-6	0.1	-7	-0.3	21	-5	1.1	-2
CCCNC(=O)C1(CC2CC(c3ccccc3)=NO2)CCN(C(=O)c2cc(OCC)c(OCC)c(OCC)c2)CC1 (stereo unspecified)	-14	nt	-2.3	-12	-1.6	-1	-22	-1.1	-7
O=C(Nc1ccc(N2CCOCC2)cc1)C1CC1	-13	0	0.5	-11	1.0	10	-15	0.5	-5
Cc1cc(C)c(C)c(S(=O)(=O)N2CCC(C(=O)N3CC(C)CC(C)C3)CC2)c1C (stereo unspecified)	1	nt	-2.6	-3	-1.4	-27	-15	-0.5	6
Cc1ccc(SCc2cc(=O)[nH]c(N3CCOCC3)n2)cc1	-7	0	0.1	0	1.4	-5	-9	0.4	-15
COc1cc(/C(C)=N/NC(=O)c2nnn(-c3nonc3N)c2-c2cccs2)ccc1O	6	-14	3.2	41	4.8	-6	-4	3.6	-5
CNC(=O)c1ccsc1NC(=O)c1coc2ccccc2c1=O	5	-19	-0.6	18	-1.2	10	-28	1.5	-2
CC(OC(=O)c1cc(S(=O)(=O)N2CCOCC2)ccc1Br)C(=O)N1CCOCC1 (stereo unspecified)	-16	nt	0.1	-16	-0.7	2	-19	0.7	-6
CC(C)(C)OC(=O)N1CCC(c2c(C(=O)NCC3CCN(C4CCCC4)C3)cnn2-c2cccc(Cl)c2)CC1 (stereo unspecified)	-16	7	1.0	-5	1.6	19	-37	1.1	-3
